Source: PubChem (National Center for Advancing Translational Sciences (NCATS))
GPT2 inhibitor: GPT2 alanine aminotransferase inhibition; hit rate 0.25% among 100,000; AID 1671188; Recombinant GPT2, coupled pyruvate oxidase/HRP Amplex Red fluorescence; Potency, µM (doses to about 57.7 µM), without a hit: top-dose activity change, negative = inhibition, hits mostly inhibitors; also: potency is read from the fitted curve at half-maximal effect; nearly all actives have a fitted effect of over 60% in size; many of its hits are not listed in these tables
Target sequence (Q8TD30 whole entry, looked up): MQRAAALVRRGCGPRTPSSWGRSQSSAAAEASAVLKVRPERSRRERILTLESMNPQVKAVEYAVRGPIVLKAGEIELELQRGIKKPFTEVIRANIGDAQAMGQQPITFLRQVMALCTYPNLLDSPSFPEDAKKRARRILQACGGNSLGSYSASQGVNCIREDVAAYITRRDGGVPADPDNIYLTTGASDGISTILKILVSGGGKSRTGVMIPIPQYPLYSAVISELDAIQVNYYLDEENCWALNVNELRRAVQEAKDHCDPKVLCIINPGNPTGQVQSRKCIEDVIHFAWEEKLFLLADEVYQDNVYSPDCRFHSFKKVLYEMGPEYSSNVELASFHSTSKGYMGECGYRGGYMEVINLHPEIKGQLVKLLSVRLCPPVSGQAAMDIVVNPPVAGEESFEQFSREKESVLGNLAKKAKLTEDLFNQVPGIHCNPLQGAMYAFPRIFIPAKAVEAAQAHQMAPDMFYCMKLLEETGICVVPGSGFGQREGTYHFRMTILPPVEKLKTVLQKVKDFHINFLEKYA
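GPT2 10ng/uL, a-KG 250uM, L-Ala 2mM, HEPES pH7.5 + 0.0001% Tween; 30 min RT. Then Amplex mix (PO/HRP/ThPP), 30 min RT dark, fluorescence. AOA 50uM used as positive control.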
IP6K1 inhibitor: blocks human inositol hexakisphosphate kinase 1. Q92551. IP6K1 kinase, ADP-Glo luminescence, 2 h; stronger effect = lower value. activity change, % (series mostly up to about 58 µM). hit rate 0.81% among 140,000. AID 1645851; in the data active = activity change below about -25%
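ADP-Glo luminescence measures ADP made by human IP6K1 during a 2 h RT reaction with ATP/IP6 (mix at 1.3 mM/130 uM); top library doses 57.5 and 19.1 uM final.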
Luciferase inh: inhibitors of firefly (Photinus pyralis) luciferase | purified P. pyralis luciferase, luminescence, biochemical | hit rate 2.5% among 76,000 | Potency, µM (doses to about 115 µM), without a hit: top-dose activity change, negative = inhibition, actives largely listed as inhibitors; also: potency is read from the fitted curve at half-maximal effect; nearly all actives have a fitted effect of over 65% in size
Target sequence (P08659 whole entry, looked up): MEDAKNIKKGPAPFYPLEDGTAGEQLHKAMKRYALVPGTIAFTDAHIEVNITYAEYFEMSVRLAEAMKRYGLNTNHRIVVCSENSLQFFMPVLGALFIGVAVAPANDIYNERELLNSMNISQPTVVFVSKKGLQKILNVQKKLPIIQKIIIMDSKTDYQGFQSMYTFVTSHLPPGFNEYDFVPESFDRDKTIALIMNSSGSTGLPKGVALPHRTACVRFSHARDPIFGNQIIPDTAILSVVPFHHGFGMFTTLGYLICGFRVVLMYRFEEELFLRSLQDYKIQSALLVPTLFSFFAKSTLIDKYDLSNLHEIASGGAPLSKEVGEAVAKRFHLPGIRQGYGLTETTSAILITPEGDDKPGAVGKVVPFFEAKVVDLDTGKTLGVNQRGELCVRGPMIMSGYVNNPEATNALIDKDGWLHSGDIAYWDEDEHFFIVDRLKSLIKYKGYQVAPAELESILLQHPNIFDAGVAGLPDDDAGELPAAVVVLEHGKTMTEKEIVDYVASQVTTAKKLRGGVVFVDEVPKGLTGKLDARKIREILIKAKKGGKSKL
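Cell-free enzyme assay, 10nM P. pyralis luciferase, luciferin and ATP each at 10uM. Inhibition profiled over a 6-point titration, read as luminescence.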
SNCA viab count: reduces viability of HEK-293 SNCA reporter cells; HEK-293-SNCA-luc viability, GF-AFC fluorescence, 24 h; Potency, µM (highest dose often 57.1 µM), for inactives: at the highest dose activity change, negative = cytotoxicity, most hits filed as cytotoxic; hit rate 0.12% among 150,000; AID 1671193;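 also: potency is read from the fitted curve at half-maximal effect; 0% = DMSO-treated cells and -100% = medium-only wells without cells; nearly all actives have a fitted effect of over 30% in size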
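HEK-293-SNCA-luc cells (1500/well) plated 24 h, then exposed 24 h to a dilution series; GF-AFC added 30 min at 37C, fluorescence 405/540 nm; normalised to medium-only and DMSO wells, Hill fit.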
NIH3T3 tox: NIH 3T3 cell cytotoxicity | Potency, µM (highest dose often 96.7 µM), without a hit: top-dose activity change, negative = cytotoxicity, actives largely listed as inhibitors | NIH 3T3 viability, CellTiter-Glo ATP luminescence, 48-72 h | hit rate 4.3% among 94,000; also: potency is read from the fitted curve at half-maximal effect; nearly all actives have a fitted effect of over 55% in size
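Cytotoxicity was measured by CellTiter-Glo ATP luminescence after 48 or 72 h compound exposure at 37 °C. Mouse NIH 3T3 fibroblasts were seeded at 400 cells/well and dosed by 23 nL pin transfer.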
SNCA expr inh: inhibitors of alpha-synuclein (SNCA) gene expression | HEK-293 SNCA-luciferase knock-in, luminescence, 24 h | Potency, µM (top dose mostly 57.2 µM), for inactives: top-dose activity change, negative = inhibition, hits mostly inhibitors | hit rate 0.17% among 140,000;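 also: potency is read from the fitted curve at half-maximal effect; plate controls were DMSO cells for no effect and cell-free wells for full effect; nearly all actives have a fitted effect of over 45% in size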
HEK cytotox: kills HEK 293 cells | HEK 293 viability, ATP luminescence (CellTiter-Glo), 48-72 h | Potency, µM (highest dose often 115 µM), inactives show at the top dose activity change, negative = cytotoxicity, usual class: inhibitors | hit rate 6.6% among 94,000 | AID 1345083; also: potency is read from the fitted curve at half-maximal effect; nearly all actives have a fitted effect of over 60% in size
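ATP-coupled CellTiter-Glo luminescence served as viability read-out, recorded 10 min after reagent addition at room temperature. HEK 293 cells, 250 cells/well, had been incubated with pintool-transferred compound for 48 or 72 hr at 37 degree Celsius.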
* marks the source's active call; other numbers are inactive results; i = inactive; ? = inconclusive; · = no result given; & = joins results of further samples; [ ] = remark or other dose. Unless noted, calls follow the shape of the dose curve; as a rule, active = well fitted curve in the direction sought with a large enough effect; inconclusive = small, poorly fitted or top-dose-only effect, or another doubt; inactive = no such curve, though single readings can be large; an effect the other way counts as inactive or inconclusive. Unless noted, % is scaled to controls: 0 for no effect and ±100 for the full control effect. Only part of the results is shown; rates above refer to the full screens.

canonical_smiles	GPT2 inhibitor	IP6K1 inhibitor	Luciferase inh	SNCA viab count	NIH3T3 tox	SNCA expr inh	HEK cytotox
O=C(NCCc1cccs1)C1CN(S(=O)(=O)c2cccnc2)CC12CCCCC2 (stereo not drawn)	i	27.9	-9.4%	-3.5%	-14.0%	0.1%	-20.4%
CCOC(=O)N1CCC2(CC1)OC(=O)C(C)=C2C(=O)NCc1ccccc1OC	·	3.3	·	-2.5%	·	30.4%[activator]	·
O=C1NC2(CCCN([S+](=O)([O-])c3ccccc3)C2)COc2ccccc21 (stereo not drawn)	-9.2%	36.2	-1.8%	2.5%	22.4µM*	-3.8%	?
COc1cccc(-n2c(=O)c3sc4ccccc4c3n(Cc3c(F)cccc3Cl)c2=O)c1	·	5.5	·	2.3%	·	?	·
CCCCCNC(=O)CNC(=O)c1ccc(-c2cnc3ccccc3c2)cc1	1.4%	-1.7	·	-12.9%	?	23.2%	?
COc1ccc(CN2CCCC(c3nn(-c4ccccc4)c(=O)[nH]3)C2)cc1 (stereo not drawn)	i	1.0	3.5%	1.1%	-8.7%	-6.0%	i
O=C1CC2(CCN(Cc3cccc4ccccc34)CC2)Oc2cc(Cl)ccc21	3.4%	-7.4	-10.1%	?	?	11.5%	?
CCc1nc(CN2CCC(=O)N(Cc3ccc(F)cc3)C(C(C)C)C2)no1 (stereo not drawn)	?	-12.8	13.1%	4.4%	-3.3%	-23.7%	i
O=C(Cc1ccc(F)cc1)N1CCN(c2cc(C(F)(F)F)ncn2)CC1	i	10.1	-3.4%	6.7%	?	27.8%	?
CNC(=O)[C@@H]1C[C@H](Oc2ccccc2)CN1C(=O)Cc1cccc(F)c1	i	11.8	-2.6%	4.7%	-7.5%	7.7%	i
CCC[C@H]1CN(CCS(C)(=O)=O)C[C@@H]1NC(=O)c1n[nH]nc1C	-5.5%	-3.1	-1.3%	4.3%	i	-5.7%	-8.4%
CC(=O)N1Cc2ccccc2OC2(CCN(C(=O)CN(C)C)CC2)C1	1.8%	-2.5	·	-2.1%	-14.6%	0.4%	-7.4%

Additional results.
canonical_smiles	GPT2 inhibitor	IP6K1 inhibitor	Luciferase inh	SNCA viab count	NIH3T3 tox	SNCA expr inh	HEK cytotox
COCCN1C(=O)N(C)C(=O)C12CCN(CCc1ccccc1)C2 (stereo not drawn)	i	-6.2	7.4%	-0.2%	-6.2%	0.2%	2.4%
Cc1cnc(C2CCOCC2)n1C1CCCN(C(=O)c2cccs2)C1 (stereo not drawn)	-18.4%	-10.9	-9.4%	2.9%	-8.3%	-17.3%	-0.4%
COc1ccc(C(=O)N2CCN(C(=O)c3ccc(-c4ccc(OC)nn4)cc3)CC2)cc1	·	-6.8	·	·	?	·	?
CC1=NS(=O)(=O)N(Cc2ccccc2)C=C1C(=O)OCc1noc(-c2cccc(Cl)c2)n1	i	3.2	-25.5%	-2.3%	?	-26.8%	?
CCN1CCN(Cc2ccc(NC(=O)c3ccc(C)c(NC(=O)c4cncc(-c5cccs5)c4)c3)cc2C(F)(F)F)CC1	-8.8%	-4.7	·	?	·	·	·
Cc1[nH]n(-c2ccccc2)c(=O)c1C(c1cc(Cl)ccc1O)c1c(C)[nH]n(-c2ccccc2)c1=O	·	-19.5	·	8.0%	·	-3.8%	·
COc1cccc(-c2nc(CN3CCCC3=O)no2)c1	-4.3%	2.3	?	3.3%	-2.8%	57.9%[activator]	12.2%
CN(C)C[C@@H]1CN(c2ncccn2)C[C@H]1NC(=O)NCCc1ccccc1	i	3.2	0.8%	-6.3%	-2.5%	-22.9%	-4.7%
COc1ccc(-c2cn3cc(C(=O)NCCN4CCOCC4)nc3s2)cc1	-2.8%	3.2	·	-5.0%	-25.7%	102.1%[activator]	-17.9%
COCCNS(=O)(=O)c1cc(C(=O)O)cc(-c2c(C)cccc2C)c1	-6.6%	-5.2	-6.1%	1.6%	3.7%	-2.5%	i
Cc1ccccc1C(=O)N1CCC2(CC1)OCC(C(=O)NC(C)C)N2C(=O)c1cccc(F)c1 (stereo not drawn)	i	23.7	2.6%	10.4%	-7.5%	7.2%	-4.2%
CCn1c(C2CCCN(C(=O)Nc3cccc(C)c3)C2)nn(C)c1=O (stereo not drawn)	-2.0%	12.6	-10.3%	4.1%	4.3%	-16.6%	-2.2%

The list goes on.
canonical_smiles	GPT2 inhibitor	IP6K1 inhibitor	Luciferase inh	SNCA viab count	NIH3T3 tox	SNCA expr inh	HEK cytotox
O=C(c1cccnc1)N1CCC(c2nnc3n2C(C(=O)N2CCOCC2)CC3)CC1 (stereo not drawn)	4.9%[88.5 µM]	-16.3	·	0.0%[87.6 µM]	i	-14.1%[87.6 µM]	i
Cc1ccc(C)c(NC(=O)C(C)n2c(=O)cc(C(F)(F)F)c3c(C)nn(C)c32)c1 (stereo not drawn)	·	6.5	·	-25.7%	·	2.3%	·
O=C(NC[C@H]1Cn2c(-c3cccc(Cl)c3)cnc2CO1)Nc1ccccc1	-8.6%[88.5 µM]	9.1	-4.0%[172 µM]	-20.0%[87.6 µM]	?	7.2%[87.6 µM]	100µM*
CC(=O)OC1C(c2ccccc2)CCC(c2ccccc2)C1OC(C)=O (stereo not drawn)	i	-4.4	·	-10.9%	·	·	·
Cc1cccnc1CN1C[C@@H](F)[C@@H](OCc2nc3ccccc3n2C)C1	i	-3.2	0.7%[172 µM]	-5.3%[87.6 µM]	?	17.5%[87.6 µM]	-9.5%[172 µM]
O=C(CCn1c(=O)c2sccc2n(Cc2ccccc2F)c1=O)NCc1ccc2c(c1)OCO2	·	-6.9	·	11.2%	·	21.0%	·
COc1c(C)cnc(CN(C)C(=O)C2CC(=O)N(C3CCCC3)C2)c1C (stereo not drawn)	-1.4%	-26.5*	-6.2%	1.1%	i	-3.3%	-4.0%
CCOc1ccccc1NC(=O)N1CCC(c2nc(-c3cccn3C)no2)CC1	i	5.3	·	-8.7%	?	-24.9%	?
CCOc1ccccc1O[C@H](c1ccccc1)[C@H]1CNCCO1	-8.7%	26.2	·	13.2%[23.9 µM]	·	-47.5%[25.6 µM]	·
Cc1cc(C)cc(NC(=O)N2CCC(N3CCCCC3)CC2)c1	·	6.1	·	7.1%	·	12.8%	·
CCc1ccc(CNC(=O)c2nnn3cc(C)[nH]c(=O)c23)cc1	i	1.9	4.4%	17.2%	35.5µM*	-8.1%	-28.6%
CCOc1ccc(-n2c(-c3ccc(C)cc3)nc3c(cnn3-c3ccccc3)c2=O)cc1	·	9.4	·	-4.0%	·	4.5%	·

Next section.
canonical_smiles	GPT2 inhibitor	IP6K1 inhibitor	Luciferase inh	SNCA viab count	NIH3T3 tox	SNCA expr inh	HEK cytotox
Cc1cccc(C(=O)N2C(C(=O)N3CCOCC3)COC23CCN(C(=O)c2cccc(F)c2)CC3)c1 (stereo not drawn)	i	-5.0	4.7%	-10.5%	?	5.0%	-15.7%
C=CCN(C)C(=O)C[C@@H]1c2nc(NC(=O)c3cccs3)sc2C[C@@H]2[C@](C)(CO)[C@H](O)CC[C@]21C	0.4%	-16.6	-3.9%	-4.0%	-7.3%	19.4%	?
Oc1ccc(-c2nc(C3CC3)nc3c2CN(CC2CCCCC2)CC3)cc1	-11.5%	9.2	0.0%	-1.2%	?	10.7%	79.4µM*
O=C(Nc1ccc(-c2nc3ccccc3s2)c(O)c1)c1ccc(Br)cc1	·	-18.3	·	13.3%	·	?	·
O=c1c2nc(-c3ccoc3)ccc2ncn1Cc1ccccc1	0.3%[88.5 µM]	-8.5	?	-19.8%[87.6 µM]	?	46.7%[activator][87.6 µM]	-10.2%[172 µM]
CN(C)C[C@@H]1CN(c2ccncn2)C[C@H]1NC(=O)c1ccsc1	i	6.0	3.2%	-8.7%	-5.2%	-15.0%	i
Cn1cc(S(=O)(=O)c2cccc(Cl)c2)c(=O)c2cc(F)c(N3CCN(c4ccc(F)cc4)CC3)cc21	·	2.7	·	0.8%	·	3.6%	·
COc1cccc(CNC(=O)CCNS(=O)(=O)c2cccc3nsnc23)c1	·	11.4	·	3.8%	·	-25.0%	·
Cc1ccc(CN2CCSc3ccc(C(=O)Nc4ccc(Cl)cc4)cc32)cc1	·	-5.7	·	9.4%	·	209.3%[activator]	·
Cn1ncc2c(C(=O)NCc3ccccn3)cc(-c3ccccc3F)nc21	·	0.9	·	·	?	·	?
Cc1cccc(NC(=O)N2CCc3c(c4cc(F)ccc4n3C)C2)c1	i	0.0	?	-7.7%	?	29.1%	?
COc1cccc(S(=O)(=O)N2CCCN(C)c3ccccc32)c1	-11.7%	-1.3	-8.7%	-8.4%	?	-7.7%	?

Other compounds
canonical_smiles	GPT2 inhibitor	IP6K1 inhibitor	Luciferase inh	SNCA viab count	NIH3T3 tox	SNCA expr inh	HEK cytotox
CNC(=O)[C@@H]1CCCC[C@@H]1C(=O)N1CCn2nc(Cc3ccccc3)cc2C1	i	23.3	-0.4%	-0.6%	-12.4%	-2.1%	-14.8%
O=C([C@H]1C[C@H](Oc2ccccc2)CN1C(=O)c1cccc(F)c1)N1CCOCC1	-2.4%	14.4	-9.0%	9.2%	?	24.8%	-25.8%
Cc1cc(NC(=O)CSc2nc(-c3cccc(F)c3)nc3c2c(=O)n(C)c(=O)n3C)no1	·	11.8	·	4.8%	·	16.4%	·
OCc1cccc(-c2ccc3ncc(Nc4ccnc(N5CCOCC5)c4)n3n2)c1	0.9%[88.5 µM]	2.5	?	-11.3%[87.6 µM]	?	-13.6%[87.6 µM]	100µM*
NC(=O)c1cccc2cn(-c3ccc([C@@H]4CCCNC4)cc3)nc12	?	-13.5	·	-39.6%&-28.2%	·	-20.0%	·
CCOc1ccc(C2c3c(oc4ccccc4c3=O)C(=O)N2c2nnc(C)s2)cc1OC (stereo not drawn)	·	-36.6*	·	-3.4%	·	24.2%	·
Cc1cc2sc(NC(=O)Cc3ccccc3)nc2cc1Cl	i	-4.7	·	-13.3%	·	·	·
O=C(NCc1ccc(Cl)cc1)C1CCCN(C2CCN(C(=O)C3CC3)CC2)C1 (stereo not drawn)	-2.4%	6.9	-0.9%	2.0%	i	-27.1%	3.2%
COc1cccc(CNC(=O)C2CCCN(c3nn4cc(-c5ccc(C)cc5)nc4s3)C2)c1 (stereo not drawn)	·	10.5	·	-11.5%	·	155.6%[activator]	·
Cc1cc(Cl)ccc1NC(=O)c1cccc(NC(=O)N2CCSc3ncccc32)c1	·	25.9	·	-12.7%	·	12.6%	·
COc1ccc(CNC(=O)C2CCCN(Cc3cccc(-c4cccs4)c3)C2)cc1 (stereo not drawn)	i	1.2	·	1.0%	?	-5.8%	?
COc1ccccc1-c1ccc(CN2CCC(NC(=O)C3CCCC3)C2)cc1 (stereo not drawn)	·	15.7	·	·	?	·	?
COCCn1ncc(N2CCCC(CC(=O)Nc3cccc(Cl)c3)C2)cc1=O (stereo not drawn)	i	18.9	-9.3%	2.7%	-17.5%	0.6%	-6.5%
